hERG protect – compounds protecting human hERG from proarrhythmic drug block; CHO-hERG, FluxOR thallium flux, dofetilide IC70 present; activation (rescue from dofetilide block), less the hit threshold, % at 10 µM; 0.51% of 310,000 active; Q12809;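 active = activation above the mean of controls blocked by dofetilide plus 5 SD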;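 note: thallium influx through hERG after potassium depolarization seen as dye fluorescence rise; in these data hits start at about 4.7%; inactives centre near -7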
Target sequence (Q12809 whole entry, looked up): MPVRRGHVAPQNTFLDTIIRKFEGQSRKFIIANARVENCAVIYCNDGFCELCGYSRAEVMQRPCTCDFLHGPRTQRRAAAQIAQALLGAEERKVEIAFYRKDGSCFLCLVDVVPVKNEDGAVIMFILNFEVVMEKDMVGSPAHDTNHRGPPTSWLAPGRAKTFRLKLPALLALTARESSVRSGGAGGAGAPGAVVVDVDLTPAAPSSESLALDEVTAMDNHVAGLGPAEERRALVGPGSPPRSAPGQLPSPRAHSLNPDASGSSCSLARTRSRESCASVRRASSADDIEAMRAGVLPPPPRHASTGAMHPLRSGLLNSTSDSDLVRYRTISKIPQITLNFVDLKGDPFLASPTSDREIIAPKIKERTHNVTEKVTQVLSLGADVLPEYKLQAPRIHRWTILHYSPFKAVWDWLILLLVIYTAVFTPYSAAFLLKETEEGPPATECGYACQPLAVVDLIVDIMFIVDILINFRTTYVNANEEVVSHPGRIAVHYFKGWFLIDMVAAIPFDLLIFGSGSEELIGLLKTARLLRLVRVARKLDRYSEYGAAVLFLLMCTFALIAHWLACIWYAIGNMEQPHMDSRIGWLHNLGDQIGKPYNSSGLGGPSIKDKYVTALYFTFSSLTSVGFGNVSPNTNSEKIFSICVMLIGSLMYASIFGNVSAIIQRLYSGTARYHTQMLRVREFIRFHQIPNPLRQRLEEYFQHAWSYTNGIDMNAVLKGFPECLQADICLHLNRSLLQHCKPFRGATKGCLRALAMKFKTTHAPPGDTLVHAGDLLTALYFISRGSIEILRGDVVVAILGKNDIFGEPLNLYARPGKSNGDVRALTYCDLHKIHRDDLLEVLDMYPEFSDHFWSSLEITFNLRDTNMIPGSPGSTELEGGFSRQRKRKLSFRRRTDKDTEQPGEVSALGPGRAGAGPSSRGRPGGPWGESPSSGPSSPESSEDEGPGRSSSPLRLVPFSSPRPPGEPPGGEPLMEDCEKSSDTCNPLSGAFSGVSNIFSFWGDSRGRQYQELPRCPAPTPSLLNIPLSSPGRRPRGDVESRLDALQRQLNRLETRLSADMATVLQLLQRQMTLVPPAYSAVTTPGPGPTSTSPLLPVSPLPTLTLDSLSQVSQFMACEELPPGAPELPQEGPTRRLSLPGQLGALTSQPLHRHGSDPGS
KCNQ1 pot – potentiators or activators of human KCNQ1 potassium channel; P51787; B-score at 10 µM; 0.35% of 310,000 active; CHO-K1 KCNQ1, thallium flux FluxOR fluorescence; hits give high values;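 active = fluorescence ratio B-score, a plate-corrected score, at least three library SD, with initial intensity B-score within 5 SD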
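Material: CHO-K1 cells stably expressing KCNQ1. Medium: assay buffer for compound exposure, DMSO matched across wells. Reagent: K+/Tl+ depolarizing stimulus. Compound dosing: single-concentration screen. Times: 37 °C overnight plating, 90-min dark dye load, 20-min compound pretreatment. Technique: FluxOR Tl+ flux fluorescence.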
KCNQ1 block – human KCNQ1 channel inhibition. P51787. CHO-K1 KCNQ1, FluxOR thallium flux fluorescence; hits give high values. B-score at 10 µM. 1.3% of 310,000 active;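 active = compounds whose thallium flux B-score, printed positive for inhibition, exceeds three library SD while starting fluorescence stays within three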;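 note: channel opened by potassium depolarization with thallium stimulus after 20 min compound exposure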
TMEM16A act – mouse TMEM16A channel activation, primary screen; B-score at 10 µM; HEK293 TMEM16A/YFP-H148Q/I152L, iodide quench fluorescence; hits give low values; AID 623877; 0.3% of 340,000 active; Q8BHY3;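 active = fluorescence-ratio B-score plate-corrected deviation score at least 3 library SD below zero, with starting fluorescence score within 5 deviations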;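 note: channel opened by trigger with iodide after compound preincubation; score built on the fluorescence ratio of max minus min over baseline; more negative score means more quench and so TMEM16A activation or potentiation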
RGS4 pot – potentiators or activators of RGS4; 0.92% of 310,000 active; HEK293 M3R/inducible RGS4, carbachol calcium flux Fluo4; hits give low values; B-score at 10 µM;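 active = B-score of the integrated calcium signal more than 4 SD below the library mean, with starting fluorescence not abnormally high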;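 note: negative B-score means reduced calcium response which marks RGS4 activation or potentiation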
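Material: M3R-expressing HEK293 line, RGS4 induced by doxycycline | Schedule: Overnight RGS4 induction, 30 min dye load 37 °C, 20 min compound RT | Measured by: Fluo4 fluorescence kinetic imaging of calcium | Read-out: Integrated calcium ratio converted to B score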
MrgX1 allo act – allosterically activates human MrgX1 receptor signaling; Q96LB2; AID 588675; 0.63% of 310,000 active; MrgX1-HEK293, Fluo-4 calcium flux, FDSS; hits give high values; B-score at 10 µM;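 active = plate-corrected calcium response at least 3 library SD above typical, normal starting fluorescence, not activating the receptor alone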;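 note: compound read alongside a low EC10 to EC30 dose of BAM8-22 agonist; peak minus trough fluorescence over baseline measured at the second addition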
KCNK3 block – human KCNK3 channel inhibition, primary screen; CHO-KCNK3 thallium flux, FluxOR fluorescence; hits give low values; B-score at 10 µM; 0.84% of 340,000 active; AID 602410;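 active = B-score under library mean minus 4 SD, starting fluorescence ratio at most library mean plus 5 SD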;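 note: more negative B-score means stronger inhibition of thallium flux through KCNK3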
MrgX1 ag – activates human MrgX1 receptor signaling; B-score at 10 µM; Q96LB2; AID 588627; MrgX1-HEK293 cells, Fluo-4 calcium fluorescence, agonist mode; hits give high values; 0.44% of 310,000 active;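 active = calcium response B-score plate-corrected fluorescence ratio at least 3 library SD, with starting fluorescence B-score inside 5 SD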
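System: HEK293 cells stably expressing human MrgX1 receptor; Dosing: test compound in the initial addition of three; Schedule: overnight plating, then 30 min 37 °C plus 30 min room-temperature dye loading; Detection: kinetic calcium dye fluorescence, Fluo-4 NW; Controls: per-plate positive and negative controls for Z′ factor.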
TMEM16A inh – blocks the mouse calcium-activated chloride channel TMEM16A; HEK293 TMEM16A/YFP iodide influx fluorescence, ionomycin; 1.2% of 310,000 active; Q8BHY3; normalized B-score (activity score, 25-100; higher = stronger inhibition) at 10 µM;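 active = ratio plate-corrected score three or more library SD toward inhibition, starting fluorescence score within five deviations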;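 note: score derived from kinetic fluorescence span divided by baseline fluorescence per well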
RGS4 block – inhibitors of human RGS4; P49798; HEK293 M3R/RGS4 inducible, Fluo-4 calcium flux; hits give high values; triggered by carbachol at its EC20; B-score at 10 µM; 0.45% of 310,000 active;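 active = B-score, a plate-corrected calcium signal, over three deviations above library mean, with baseline fluorescence within five deviations of library mean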;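 note: RGS4 expression induced by doxycycline in cells with stable M3 receptor; B-score is computed from the integrated fluorescence ratio over baseline after carbachol; higher B-score means a larger calcium signal and so more RGS4 inhibition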
KCNK9 block – blocks the human KCNK9 two-pore domain potassium channel; 1.2% of 310,000 active; Q9NPC2; AID 488922; B-score at 10 µM; HEK293 KCNK9, FluxOR thallium flux fluorescence; hits give low values;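 active = ratio B-score over 3 SD below the library mean, with starting fluorescence within 5 SD of its mean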;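 note: negative B-score means less thallium flux so channel inhibition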
* hit, by the source's call.

For COc1ccc(NC(=O)[C@H](C)NC(=O)[C@@H]2Cc3ccccc3CN2C(=O)OC(C)(C)C)cc1 the results were hERG protect -8.5, KCNQ1 pot inactive, KCNQ1 block inactive, TMEM16A act inactive, RGS4 pot inactive, MrgX1 allo act inactive, KCNK3 block inactive, MrgX1 ag inactive, TMEM16A inh inactive, RGS4 block inactive and KCNK9 block inactive.
Screening CCc1c(C)nc2ncnn2c1NC1CCCc2ccccc21 (centres undefined) returned hERG protect -17.8, KCNQ1 pot inactive, KCNQ1 block inactive, TMEM16A act inactive, RGS4 pot inactive, MrgX1 allo act inactive, KCNK3 block inactive, MrgX1 ag inactive, TMEM16A inh inactive, RGS4 block inactive and KCNK9 block inactive.
Cc1cc(NC(=O)CCOc2ccccc2)no1 was read as hERG protect -6.4, KCNQ1 pot inactive, KCNQ1 block inactive, TMEM16A act inactive, RGS4 pot inactive, MrgX1 allo act inactive, KCNK3 block inactive, MrgX1 ag inactive, TMEM16A inh inactive, RGS4 block inactive and KCNK9 block inactive.
`COc1ccc(N2CC(O)=C(c3nc(-c4ccc(F)cc4)cs3)C2=N)cc1` gave hERG protect -2.4, KCNQ1 pot inactive, KCNQ1 block inactive, TMEM16A act inactive, RGS4 pot inactive, MrgX1 allo act inactive, KCNK3 block inactive, MrgX1 ag inactive, TMEM16A inh inactive, RGS4 block inactive and KCNK9 block inactive.
`CC1(c2cc(C(F)(F)F)n3nc(C(=O)O)cc3n2)CC1` gave hERG protect -11.4, KCNQ1 pot inactive, KCNQ1 block inactive, TMEM16A act inactive, RGS4 pot inactive, MrgX1 allo act inactive, KCNK3 block inactive, MrgX1 ag inactive, TMEM16A inh inactive, RGS4 block inactive and KCNK9 block inactive.
For C/C(=N\O)C1(C)N(O)C(C)(C)C(c2ccc(Br)cc2)=[N+]1[O-] (centres undefined) the results were hERG protect -14.5, KCNQ1 pot inactive, KCNQ1 block inactive, TMEM16A act inactive, RGS4 pot inactive, MrgX1 allo act inactive, KCNK3 block inactive, MrgX1 ag inactive, TMEM16A inh inactive, RGS4 block inactive and KCNK9 block inactive.
`COc1ccc(C(=O)NNC(=O)CCC(=O)Nc2ccc(C)cc2C)cc1` gave hERG protect -11.0, KCNQ1 pot inactive, KCNQ1 block inactive, TMEM16A act inactive, RGS4 pot inactive, MrgX1 allo act inactive, KCNK3 block inactive, MrgX1 ag inactive, TMEM16A inh inactive, RGS4 block inactive and KCNK9 block inactive.
CCNC(=S)Nc1cc(OC)c(NC(=O)c2ccco2)cc1OC was read as hERG protect -5.9, KCNQ1 pot inactive, KCNQ1 block inactive, TMEM16A act inactive, RGS4 pot inactive, MrgX1 allo act inactive, KCNK3 block inactive, MrgX1 ag inactive, TMEM16A inh inactive, RGS4 block inactive and KCNK9 block inactive.
CCCn1c2ccccc2c2nnc(SCC(=O)Nc3ncccn3)nc21 was read as hERG protect -8.4, KCNQ1 pot inactive, KCNQ1 block inactive, TMEM16A act inactive, RGS4 pot inactive, MrgX1 allo act inactive, KCNK3 block inactive, MrgX1 ag inactive, TMEM16A inh 100*, RGS4 block inactive and KCNK9 block inactive.
`CCOC(=O)C1CCN(C(=O)COC(=O)CNC(=O)c2ccc(OC)cc2)CC1` gave hERG protect -4.9, KCNQ1 pot inactive, KCNQ1 block inactive, TMEM16A act inactive, RGS4 pot inactive, MrgX1 allo act inactive, KCNK3 block inactive, MrgX1 ag inactive, TMEM16A inh inactive, RGS4 block inactive and KCNK9 block inactive.
For CC(C)(C)C(=O)OCc1cn(-c2ccccc2)nn1 the results were hERG protect -11.9, KCNQ1 pot inactive, KCNQ1 block inactive, TMEM16A act inactive, RGS4 pot inactive, MrgX1 allo act inactive, KCNK3 block inactive, MrgX1 ag inactive, TMEM16A inh inactive, RGS4 block inactive and KCNK9 block inactive.
Cc1cccc(Nc2c([N+](=O)[O-])ccc3nonc23)c1 was read as hERG protect -7.2, KCNQ1 pot inactive, KCNQ1 block inactive, TMEM16A act inactive, RGS4 pot inactive, MrgX1 allo act inactive, KCNK3 block inactive, MrgX1 ag inactive, TMEM16A inh inactive, RGS4 block inactive and KCNK9 block inactive.
CCN(CC)S(=O)(=O)c1ccc(NC(=O)CCNC(=O)c2ccco2)cc1 was read as hERG protect -8.7, KCNQ1 pot inactive, KCNQ1 block inactive, TMEM16A act inactive, RGS4 pot inactive, MrgX1 allo act inactive, KCNK3 block inactive, MrgX1 ag inactive, TMEM16A inh inactive, RGS4 block inactive and KCNK9 block inactive.
`C/C(=N\NC(=O)c1ccco1)c1ccc(NC(=O)C(F)(F)F)cc1` gave hERG protect -8.1, KCNQ1 pot inactive, KCNQ1 block inactive, TMEM16A act inactive, RGS4 pot inactive, KCNK3 block inactive, RGS4 block inactive and KCNK9 block inactive.
Cc1ccc(-c2nc3ccsc3c(=O)[nH]2)cc1 was read as hERG protect -2.0, KCNQ1 pot inactive, KCNQ1 block inactive, TMEM16A act inactive, RGS4 pot inactive, MrgX1 allo act inactive, KCNK3 block inactive, MrgX1 ag inactive, TMEM16A inh inactive, RGS4 block inactive and KCNK9 block inactive.
`O=C(NCC1CCCC(CNC(=O)Nc2ccc(Cl)cn2)C1)Nc1ccc(Cl)cn1` (centres undefined) gave hERG protect -5.5, KCNQ1 pot inactive, KCNQ1 block inactive, TMEM16A act inactive, RGS4 pot inactive, MrgX1 allo act inactive, KCNK3 block inactive, MrgX1 ag inactive, TMEM16A inh inactive, RGS4 block inactive and KCNK9 block inactive.
CC(C)C(c1nnnn1C1CCCC1)N1CCN(C(=O)c2ccco2)CC1 (centres undefined) was read as hERG protect -3.1, KCNQ1 pot inactive, KCNQ1 block inactive, TMEM16A act inactive, RGS4 pot inactive, MrgX1 allo act inactive, KCNK3 block inactive, MrgX1 ag inactive, TMEM16A inh inactive, RGS4 block inactive and KCNK9 block inactive.
`CCc1ccc(C(=O)/C=C/c2cnn(C)c2C)s1` gave hERG protect -9.2, KCNQ1 pot inactive, KCNQ1 block inactive, TMEM16A act inactive, RGS4 pot inactive, MrgX1 allo act inactive, KCNK3 block inactive, MrgX1 ag inactive, TMEM16A inh inactive, RGS4 block inactive and KCNK9 block inactive.
COCCN1C(=O)c2ccccc2C(C(=O)Nc2ccc3c(c2)OCCO3)C1c1ccc(F)cc1 (centres undefined) was read as hERG protect -8.4, KCNQ1 pot inactive, KCNQ1 block inactive, TMEM16A act inactive, RGS4 pot inactive, MrgX1 allo act inactive, KCNK3 block inactive, MrgX1 ag inactive, TMEM16A inh inactive, RGS4 block inactive and KCNK9 block inactive.
COc1ccc(CC(=O)Nc2ccc(S(=O)(=O)Nc3ncccn3)cc2)cc1OC was read as hERG protect -14.2, KCNQ1 pot inactive, KCNQ1 block inactive, TMEM16A act inactive, RGS4 pot inactive, MrgX1 allo act inactive, KCNK3 block inactive, MrgX1 ag inactive, TMEM16A inh inactive, RGS4 block inactive and KCNK9 block inactive.

Retrieved one by one from the list above (2):
Cc1cc(NC(=O)CCOc2ccccc2)no1 was read as hERG protect -6.4, KCNQ1 pot inactive, KCNQ1 block inactive, TMEM16A act inactive, RGS4 pot inactive, MrgX1 allo act inactive, KCNK3 block inactive, MrgX1 ag inactive, TMEM16A inh inactive, RGS4 block inactive and KCNK9 block inactive.
CCNC(=S)Nc1cc(OC)c(NC(=O)c2ccco2)cc1OC was read as hERG protect -5.9, KCNQ1 pot inactive, KCNQ1 block inactive, TMEM16A act inactive, RGS4 pot inactive, MrgX1 allo act inactive, KCNK3 block inactive, MrgX1 ag inactive, TMEM16A inh inactive, RGS4 block inactive and KCNK9 block inactive.

(further entries)
For COC(=O)c1ccccc1SCC(=O)Nc1ccc(N2CCOCC2)cc1 the results were hERG protect -5.8, KCNQ1 pot inactive, KCNQ1 block inactive, TMEM16A act inactive, RGS4 pot inactive, MrgX1 allo act inactive, KCNK3 block inactive, MrgX1 ag inactive, TMEM16A inh inactive, RGS4 block inactive and KCNK9 block inactive.
Screening CCS(=O)(=O)N1Cc2ccccc2CC1C(=O)Nc1cccc(S(=O)(=O)N(C)C)c1 (centres undefined) returned hERG protect -4.4, KCNQ1 pot inactive, KCNQ1 block inactive, RGS4 pot inactive, MrgX1 allo act inactive, KCNK3 block inactive, MrgX1 ag inactive, TMEM16A inh inactive, RGS4 block inactive and KCNK9 block inactive.
`Cc1ccc(Cl)cc1NC(=O)C(Cc1ccccc1)N1C(=O)C2C3CCC(C3)C2C1=O` (centres undefined) gave hERG protect -13.9, KCNQ1 pot inactive, KCNQ1 block inactive, TMEM16A act inactive, RGS4 pot inactive, MrgX1 allo act inactive, KCNK3 block inactive, MrgX1 ag inactive, TMEM16A inh inactive, RGS4 block inactive and KCNK9 block inactive.
O=C(Nc1ccc2ccccc2c1)c1ccc(NS(=O)(=O)c2ccc(Br)s2)cc1 was read as hERG protect -7.0, KCNQ1 pot inactive, KCNQ1 block inactive, TMEM16A act inactive, RGS4 pot inactive, MrgX1 allo act inactive, KCNK3 block inactive, MrgX1 ag inactive, TMEM16A inh inactive, RGS4 block inactive and KCNK9 block inactive.
Screening CC1(OC(=O)C2CCCC2)C(=O)C=C2C=C(c3ccsc3)N(C3CCCCC3)C=C2C1=O (centres undefined) returned hERG protect -5.8, KCNQ1 pot inactive, KCNQ1 block inactive, TMEM16A act inactive, RGS4 pot inactive, MrgX1 allo act inactive, KCNK3 block inactive, MrgX1 ag inactive, TMEM16A inh inactive, RGS4 block inactive and KCNK9 block inactive.
Screening CC(C)Cn1c(N)c(C(=O)COC(=O)c2cnc(Cl)c(Cl)c2)c(=O)n(C)c1=O returned hERG protect -6.6, KCNQ1 pot inactive, KCNQ1 block 6*, TMEM16A act inactive, RGS4 pot inactive, MrgX1 allo act inactive, KCNK3 block inactive, MrgX1 ag inactive, TMEM16A inh inactive, RGS4 block inactive and KCNK9 block inactive.
Screening O=C1CCCN1CCCNC(=S)Nc1ccccc1Cl returned hERG protect -10.6, KCNQ1 pot inactive, KCNQ1 block inactive, TMEM16A act inactive, RGS4 pot inactive, MrgX1 allo act inactive, KCNK3 block inactive, MrgX1 ag inactive, TMEM16A inh inactive, RGS4 block inactive and KCNK9 block inactive.
Screening CCCCCCn1c(Br)nc2c1c(=O)n(C)c(=O)n2C returned hERG protect -5.0, KCNQ1 pot inactive, KCNQ1 block inactive, TMEM16A act inactive, RGS4 pot inactive, MrgX1 allo act inactive, KCNK3 block inactive, MrgX1 ag inactive, TMEM16A inh inactive, RGS4 block inactive and KCNK9 block inactive.
